# MrgX1 antag – human MrgX1 receptor antagonism, primary screen; Q96LB2; MRGX1-HEK293 calcium flux, Fluo-4, BAM8-22 antagonism; active compounds read low; B-score at 10 µM; 310,000 compounds, 1.3% hits; AID 588676;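 active means calcium-response B-score plate-corrected more than 3 library SD below zero, starting fluorescence within 5 deviations, no agonist response on first addition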;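 further: peak minus trough fluorescence over baseline after final BAM8-22 challenge near maximal dose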
# TMEM16A act – mouse TMEM16A channel activation, primary screen. Q8BHY3. HEK293 TMEM16A/YFP-H148Q/I152L, iodide quench fluorescence; active compounds read low. B-score at 10 µM. 340,000 compounds, 0.3% hits;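 active means fluorescence-ratio B-score plate-corrected deviation score at least 3 library SD below zero, with starting fluorescence score within 5 deviations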;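 further: channel opened by trigger with iodide after compound preincubation; score built on the fluorescence ratio of max minus min over baseline; more negative score means more quench and so TMEM16A activation or potentiation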
# TRPC6 inhibitor – mouse TRPC6 channel inhibition; B-score at 10 µM; 310,000 compounds, 1.1% hits; AID 2553; HEK293-TRPC6, membrane potential dye, ACh-evoked depolarization; active compounds read low;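 active means B-score under library mean minus 3 SD, initial fluorescence not abnormally high, positive integrated signal ratio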;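 further: B-score derived from integrated fluorescence ratio over the kinetic read; more negative B-score means stronger inhibition of depolarization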
# Target sequence (Q61143 whole entry, looked up): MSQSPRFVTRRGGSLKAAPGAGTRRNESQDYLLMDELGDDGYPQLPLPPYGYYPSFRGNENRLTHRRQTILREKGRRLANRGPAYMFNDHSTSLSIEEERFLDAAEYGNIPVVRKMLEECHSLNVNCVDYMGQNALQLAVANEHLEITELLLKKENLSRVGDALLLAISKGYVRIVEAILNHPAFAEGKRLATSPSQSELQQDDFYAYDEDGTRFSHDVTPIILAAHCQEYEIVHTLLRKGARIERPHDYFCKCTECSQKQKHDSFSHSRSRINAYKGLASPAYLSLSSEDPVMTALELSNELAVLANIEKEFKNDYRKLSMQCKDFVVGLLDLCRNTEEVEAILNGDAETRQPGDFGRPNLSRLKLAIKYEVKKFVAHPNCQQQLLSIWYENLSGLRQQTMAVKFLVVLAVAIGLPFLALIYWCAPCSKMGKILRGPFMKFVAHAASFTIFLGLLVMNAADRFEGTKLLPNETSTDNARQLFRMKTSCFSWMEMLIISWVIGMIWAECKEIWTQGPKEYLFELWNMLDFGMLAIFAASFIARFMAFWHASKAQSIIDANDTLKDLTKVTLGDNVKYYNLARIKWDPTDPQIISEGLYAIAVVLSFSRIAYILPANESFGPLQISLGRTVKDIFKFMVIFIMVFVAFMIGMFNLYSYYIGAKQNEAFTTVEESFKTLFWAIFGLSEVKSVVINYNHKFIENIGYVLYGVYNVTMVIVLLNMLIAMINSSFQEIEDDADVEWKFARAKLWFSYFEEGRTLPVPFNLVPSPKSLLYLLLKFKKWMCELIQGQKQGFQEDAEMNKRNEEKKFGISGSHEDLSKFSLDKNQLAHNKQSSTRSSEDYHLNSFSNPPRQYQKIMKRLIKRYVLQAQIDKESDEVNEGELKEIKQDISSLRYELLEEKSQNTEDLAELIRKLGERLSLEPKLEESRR
# MrgX1 allo act – human MrgX1 positive allosteric modulation, primary screen | Q96LB2 | MrgX1-HEK293, Fluo-4 calcium flux, FDSS; active compounds read high | B-score at 10 µM | 310,000 compounds, 0.63% hits;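 active means plate-corrected calcium response at least 3 library SD above typical, normal starting fluorescence, not activating the receptor alone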;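 further: compound read alongside a low EC10 to EC30 dose of BAM8-22 agonist; peak minus trough fluorescence over baseline measured at the second addition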
# TRPC4 inh – blocks the mouse TRPC4 cation channel; Q9QUQ5; HEK293 TRPC4beta/mu-opioid, DAMGO-evoked Fluo4 calcium flux; active compounds read low; B-score at 10 µM; 300,000 compounds, 0.39% hits; AID 2247;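 active means B-score over 3 SD under the library average, no early fluorescence shift, positive overall ratio signal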
#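 System: stable TRPC4beta/mu-opioid receptor HEK293 cells; Dosing: single-point compound dosing; Measured by: Fluo4 Ca2+ flux fluorescence; Read-out basis: per-well B score of integrated baseline-normalized Fluo4 ratio.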
# MrgX1 agonist – activates human MrgX1 receptor signaling. MrgX1-HEK293 cells, Fluo-4 calcium fluorescence, agonist mode; active compounds read high. AID 588627. 310,000 compounds, 0.44% hits. Q96LB2. B-score at 10 µM;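 active means calcium response B-score plate-corrected fluorescence ratio at least 3 library SD, with starting fluorescence B-score inside 5 SD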
#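 Test system: HEK293 cells stably expressing human MrgX1 receptor; amount: 15,000 cells per well; doses: compound delivered in addition one of three; times: overnight plating before 1 h dye loading; detection: Fluo-4 NW calcium-flux fluorescence, kinetic read; read-out basis: B-scored fluorescence response ratio; controls: positive and negative controls per plate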
# ANO1 block – mouse TMEM16A channel inhibition, primary screen. Q8BHY3. HEK293 TMEM16A/YFP iodide influx fluorescence, ionomycin. normalized B-score (activity score, 25-100; higher = stronger inhibition) at 10 µM. 310,000 compounds, 1.2% hits;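 active means ratio plate-corrected score three or more library SD toward inhibition, starting fluorescence score within five deviations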;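 further: score derived from kinetic fluorescence span divided by baseline fluorescence per well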
# TRPC4 agonist – TRPC4 (mouse) channel activation. Q9QUQ5. HEK293 TRPC4beta/mu-opioid, Fluo4 calcium fluorescence; active compounds read high. B-score at 10 µM. 310,000 compounds, 0.49% hits. AID 2237;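 active means B-score above 5 SD of library B-scores, and initial fluorescence ratio not above library mean plus 5 SD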;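 further: positive B-score marks a calcium rise read as TRPC4 activation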
#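 Assay system: HEK293 stable line with TRPC4beta plus mu-opioid receptor; schedule: 45 min room-temperature Fluo4 loading, 110 s read; technique: kinetic Fluo4 calcium fluorescence; evaluation: integrated baseline-normalised fluorescence ratio, converted to per-well B score; controls: buffer (low) and maximal DAMGO (high)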
# TRPC4 potent – allosterically enhances the mouse TRPC4 cation channel; Q9QUQ5; HEK293 TRPC4beta/mu-opioid, DAMGO EC20, Fluo-4 Ca2+ flux; active compounds read high; B-score at 10 µM; 310,000 compounds, 0.42% hits;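 active means B-score of calcium response area above 5 SD of library B-scores, with initial fluorescence ratio within 5 SD of library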;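 further: B-score of integrated fluorescence ratio over time as area under calcium response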
# RGS4 inh – human RGS4 inhibition; P49798; HEK293 M3R/RGS4 inducible, Fluo-4 calcium flux; active compounds read high; triggered by carbachol at its EC20; B-score at 10 µM; 310,000 compounds, 0.45% hits; AID 463165;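 active means B-score, a plate-corrected calcium signal, over three deviations above library mean, with baseline fluorescence within five deviations of library mean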;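 further: RGS4 expression induced by doxycycline in cells with stable M3 receptor; B-score is computed from the integrated fluorescence ratio over baseline after carbachol; higher B-score means a larger calcium signal and so more RGS4 inhibition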
# TRPC6 activator – activators of mouse TRPC6 channel; HEK293-TRPC6 membrane potential dye fluorescence; active compounds read high; B-score at 10 µM; 310,000 compounds, 0.13% hits;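 active means B-score of the integrated fluorescence ratio above library mean plus 3 SD, and starting fluorescence ratio within library mean plus 5 SD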;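 further: higher score means more depolarization so channel activation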
# * = called active by the depositor; i = inactive; nt = no result given.
SMILES | MrgX1 antag | TMEM16A act | TRPC6 inhibitor | MrgX1 allo act | TRPC4 inh | MrgX1 agonist | ANO1 block | TRPC4 agonist | TRPC4 potent | RGS4 inh | TRPC6 activator
c1ccc(-n2nnnc2Sc2n[nH]c(-c3ccncc3)n2)cc1 | i | i | i | i | i | i | i | i | i | i | i
Cc1ccccc1NC(=S)N(CCN(C)C)C(C)c1ccccn1 (configuration not stated) | i | i | i | i | i | i | i | i | i | i | i
O=C(O)/C=C/C(=O)NNc1ccc([N+](=O)[O-])cc1 | i | i | i | i | i | i | i | i | i | i | i
CSCC[C@H](N)C(=O)N1CCC(C(=O)N[C@H](C)C(=O)NC(C)c2ccccc2)CC1 (some centres not stated) | i | i | i | i | i | i | i | i | i | i | i
COc1ccc(CC(=O)Nc2nc(-c3ccc(F)c(F)c3)cs2)cc1 | i | i | i | i | i | i | i | i | i | i | i
COCCCNC(=O)c1cc(Sc2nnc(C)s2)nc2ccccc12 | i | i | i | i | i | i | i | i | i | i | i
Cc1cccc(NC(=O)CSCC(=O)NCc2ccco2)c1 | i | i | i | i | i | i | i | i | i | i | i
COc1nc2c(c(-c3cc(Br)cs3)c1C#N)Cc1ccccc1-2 | i | i | i | i | i | i | i | i | i | i | i
COc1cccc(CNCC(O)COc2ccc(C(=O)c3ccccc3)cc2)c1 (configuration not stated) | i | i | i | i | i | i | i | i | i | i | i
Nc1ccc(Cc2ccccn2)cc1 | i | i | i | i | i | i | i | i | i | i | i
COC(=O)c1ccccc1S(=O)(=O)N1CCC(C(=O)OCc2ccc([N+](=O)[O-])cc2)CC1 | i | i | i | i | i | i | i | i | i | i | i
Cc1ccc(S(=O)(=O)NNC(=O)c2ccncc2)cc1 | i | i | i | i | i | i | i | i | i | i | i
Cc1ccc(C(=O)OCC(=O)c2c[nH]c3ccccc23)cc1 | i | i | i | i | i | i | i | i | i | i | i
Nn1cnnc1N/N=C/c1cc([N+](=O)[O-])c(Cl)cc1Cl | i | i | i | i | i | i | i | i | i | i | i
c1ccc2c3c([nH]c2c1)C1(CCCCC1)NCC3 | i | i | i | i | i | i | i | i | i | i | i
CN1Cc2cc(C(=O)c3cc(Cl)cc(CSc4ncccn4)c3O)cnc2NC1=O | i | nt | i | i | i | i | i | i | i | i | i
CN(C(=O)c1coc(=O)c2ccccc12)c1ccc(Br)cc1 | i | i | i | i | i | i | i | i | i | i | i
Cc1cccc(Oc2nc(CN3CCOCC3)nc3sc4c(c23)CCCC4)c1 | i | i | i | i | i | i | i | i | i | i | i
COC(=O)CCn1nnc(-c2ccc(C)cc2)n1 | i | i | i | i | i | i | i | i | i | i | i
CCCCC(=O)Nc1ncc([N+](=O)[O-])s1 | i | i | i | i | i | i | i | i | i | i | i
CCC(Sc1ncccn1)C(=O)Nc1cc(C)on1 (configuration not stated) | i | i | i | i | i | i | i | i | i | i | i
O=C(CC(NCCN1CCOCC1)C(=O)O)Nc1cccc(Cl)c1 (configuration not stated) | i | i | i | i | i | i | i | i | i | i | i
O=C(CSc1ccccc1)Nc1ccccc1C(=O)N1CCCC1 | i | i | i | i | i | i | i | i | i | i | i
COc1ccccc1NC(=O)Nc1nc(CC(=O)Nc2ccc(F)cc2)cs1 | i | i | i | i | i | i | i | i | i | i | i
CC(C)c1ccc(C2NC(=S)NC3=C2C(=O)CCC3)cc1 (configuration not stated) | i | i | i | i | i | i | i | i | i | i | i
CCCn1c2ccccc2c2cn[nH]c(=O)c21 | i | i | i | i | i | i | i | i | i | i | i
O=C(Nc1nc(-c2ccc(Cl)cc2)cs1)c1cccnc1 | i | i | i | i | i | i | i | i | i | i | i
COCCN(Cc1cc2cc3c(cc2n2nnnc12)OCO3)C(=O)c1ccccc1F | i | i | i | i | i | i | i | i | i | i | i
CCc1[nH]c(C(=O)O)c(C)c1C(=O)OC | i | i | i | i | i | i | i | i | i | i | i
O=C(COC(=O)C1CCN(c2ccc(C(F)(F)F)cn2)CC1)NCc1ccc(Cl)cc1Cl | i | i | i | i | i | i | i | i | i | i | i
O=C(CN(Cc1cccs1)C(=O)CN1C(=O)COc2ccccc21)NCc1ccco1 | i | i | i | i | i | i | i | i | i | i | i
N=c1c(S(=O)(=O)c2ccccc2)cc2c(=O)n3ccccc3nc2n1C1CCCC1 | i | i | i | i | i | i | i | i | i | i | i
N#CC1(NC(=O)COC(=O)c2cc([N+](=O)[O-])ccc2N2CCOCC2)CCCCC1 | i | i | i | i | i | i | i | i | i | i | i
CC(=O)Nc1ccc(NC(=O)C(C)OC(=O)CCC2CCCCC2)cc1 (configuration not stated) | i | i | i | i | i | i | i | i | i | i | i
O=C(COc1ccc2c(C(F)(F)F)cc(=O)oc2c1)Nc1ccc(N2CCOCC2)cc1 | i | i | i | i | i | i | i | i | i | i | i
Cc1ccc(CN2CCN(/N=C/c3ccc(Cl)c([N+](=O)[O-])c3)CC2)cc1 | i | i | i | i | i | i | i | i | i | i | i
Nc1nc2ccccc2cc1-c1cccs1 | i | i | i | i | i | 45* | i | i | i | i | i
COC(=O)c1sccc1NC(=O)c1ccc(OC)c(OC)c1 | i | i | i | i | i | i | i | i | i | i | i
CC(C)(C)C(=O)Nc1cccc(-c2ncon2)c1 | i | i | i | i | i | i | i | i | i | i | i
Cc1ccccc1Nc1c([N+](=O)[O-])ccc2nonc12 | i | i | i | i | i | i | i | i | i | i | i
COc1cc(C)nn1-c1ccc(Cl)cc1 | i | i | i | i | i | i | i | i | i | i | i
Cc1ccc2c(c1)C(c1ccccc1)N(C(=O)c1c(F)cccc1Cl)CC(=O)N2 (configuration not stated) | i | i | i | i | i | i | i | i | i | i | i
N/C(=N\OC(=O)COc1ccc2ccccc2c1)c1cccnc1 | i | i | i | i | i | i | i | i | i | i | i
CCOc1ccc(S(=O)(=O)N(CC(=O)NCc2ccncc2)c2ccc(C)cc2)cc1 | i | i | i | i | i | i | i | i | i | i | i
CCn1nc(C(=O)Nc2ccccc2N2CCCC2)c2ccccc2c1=O | i | i | i | 12* | i | i | i | i | i | i | i
C1=C(c2ccco2)N2CCN=C2S1 | i | i | i | i | i | i | i | i | i | i | i
C=C(C)Cn1c(N2CCC(Cc3ccccc3)CC2)nc2c1c(=O)[nH]c(=O)n2C | i | i | i | i | i | i | i | i | i | i | i
CC1CN(C(=O)COC(=O)c2cccc(NS(=O)(=O)c3ccccc3)c2)CC(C)O1 (configuration not stated) | i | i | i | i | i | i | i | i | i | i | i
CC(=O)Nc1cc(S(=O)(=O)C(F)(F)F)ccc1Cl | i | i | i | i | i | i | i | i | i | i | i
CSc1nnc(-c2nnc(SC)n2-c2ccccc2)n1-c1ccccc1 | i | i | i | i | i | i | i | i | i | i | i

# Other results:
SMILES | MrgX1 antag | TMEM16A act | TRPC6 inhibitor | MrgX1 allo act | TRPC4 inh | MrgX1 agonist | ANO1 block | TRPC4 agonist | TRPC4 potent | RGS4 inh | TRPC6 activator
Cc1ccn2cc(C(=O)Nc3ccccc3N3CCOCC3)nc2c1 | i | i | i | i | i | i | i | i | i | i | i
COc1ccc(OCC(=O)O/N=C(\N)Cc2ccc(Cl)cc2Cl)cc1 | i | i | i | i | i | i | i | i | i | i | i
COc1ccc(CNc2nc3nc(C)cc(C)n3n2)cc1OC | i | i | i | i | i | i | i | i | i | i | i
COC(=O)c1cccc(N2CCCC2=O)c1 | i | i | i | i | i | i | i | i | i | i | i
O=C(Nc1ccc(S(=O)(=O)NC2=NCCCCC2)cc1)c1ccc(=O)[nH]c1 | i | i | i | i | i | i | i | i | i | i | i
COc1ccc(OC)c(C2C3=C(N=c4s/c(=C\c5cccc(O)c5)c(=O)n42)c2ccccc2CC3)c1 (configuration not stated) | i | i | i | i | i | i | i | i | i | i | i
CCc1ccc2c(c1)cc(CN(C(=S)Nc1ccccc1Cl)C1CC1)c1nnnn12 | i | i | i | i | i | i | i | i | i | i | i
CCCCC1=CC2=CC(=O)C(C)(OC(=O)CCC(=O)OC)C(=O)C2=CO1 (configuration not stated) | i | nt | i | i | i | i | i | i | i | i | i
CC(C)(C)C(=O)C(Cc1ccccc1)n1cncn1 (configuration not stated) | i | i | i | i | i | i | i | i | i | i | i
NNC(=O)C1CC1c1ccccc1 (configuration not stated) | i | i | i | i | i | i | i | i | i | i | i
CCOC(=O)CNc1nc(Cl)nc(Nc2ccc(Cl)cc2)n1 | i | i | i | i | i | i | i | i | i | i | i
COc1ccc(NC(=O)NC23CC4(C)CC(C)(CC(C)(C4)C2)C3)cc1OC | i | i | i | i | i | i | 25* | i | i | i | i
CC(C)CCC(C)NC(=O)Cc1ccc(S(=O)(=O)N2CCOCC2)s1 (configuration not stated) | i | i | i | i | i | i | i | i | i | i | i
COc1cccc(CNc2nc3ccccc3n2CCN2CCCCC2)c1OC | i | i | nt | i | nt | i | 25* | nt | nt | nt | nt
CCSc1nnc(NC(=O)Nc2cccc(C)c2)s1 | i | i | i | i | i | i | i | i | i | i | i
COc1cc(/C=C2\SC(N)=NC2=O)cc(Br)c1O | i | i | i | i | i | i | i | i | i | i | i
COc1cc2[nH]c(=S)nc(NCc3ccccc3)c2cc1OC | i | i | i | i | i | i | i | i | i | i | i
CNS(=O)(=O)c1cn(CC(=O)NCc2ccc(OC)cc2)cc1S(=O)(=O)NC | i | i | i | i | i | i | i | i | i | i | i
COc1ccc(Cn2nnc3c(=O)[nH]c(C4CCN(C(=O)c5ccccc5Cl)CC4)nc32)cc1 | i | i | i | i | i | i | i | i | i | i | i

# Compound activity as filed in PubChem BioAssay.

# Outcome played no part in choosing rows, and some 5.8% of all compounds hit somewhere here.
